# Lipid storage S3: qHTS Assay for Lipid Storage Modulators in Drosophila S3 Cells. Drosophila S3 cells, BODIPY lipid droplet fluorescence, 18-24 h; cells fed with added oleic acid. lipid storage change, negative = inhibition, % at the top dose, mostly 46.1 µM; hits show Potency in µM. hit rate 0.64% among 320,000. AID 2685; active = well fitted inhibition curve with a large enough effect in the signal ratio, with a control signal flat, not every such curve was filed as active; inconclusive = small, poorly fitted or top-dose-only effect, or effect the other way, or a change in a side signal; the % refers to the signal ratio
#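 Drosophila S3 cells got compounds at several concentrations plus oleic acid (400 uM solution). Laser-scanning cytometry with 488 nm excitation read lipid droplets at 500-530 nm and cells at 575-640 nm. Percent activity was relative to 20 uM Triacsin C.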
# Lipid storage S3 cell count max: also measured in Lipid storage S3; calls as there; cell number change, %; measured here: cell count max response;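 cells counted by Cell Tracker Red CMTPX staining in the red channel; peak over a dose series mostly up to 46.1 µM; percent activity relative to internal control wells on each plate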
# An asterisk follows results filed as active; i = inactive; u = inconclusive; x = not tested or not shown; [ ] = another dose, or the depositor's remark. % is set by controls: 0 for no effect and ±100 for the full control effect; potency is the fitted concentration of half-maximal effect.
SMILES,Lipid storage S3,Lipid storage S3 cell count max
CC(C)n1cc(/C=C2/SC(=O)N(CC(=O)Nc3ccc4c(c3)OCO4)C2=O)c2ccccc21,20.4%,3.4
CCN(CC(=O)Nc1c(F)cccc1F)C(=O)CCCc1cccs1,u,x
COc1cc(C(=O)NNC(=S)Nc2ccc(S(N)(=O)=O)cc2)cc(OC)c1OC,u,x
Cc1cc(C)c2nc(SCC(=O)Nc3cc(C)on3)c(C#N)cc2c1,u,x
COC(C(=O)Nc1ccc(Cl)cc1C)c1ccccc1 (stereo not given),u,x
CCOn1c(SC(C)C)nc2ccccc2c1=O,i,11.5
Cn1c(=O)c2c(nc(NCc3ccco3)n2CC(O)CO)n(C)c1=O (stereo not given),-6.2%,9.8
COc1cc(-c2c(-c3cc(OC)c(OC)c(OC)c3)noc2C)ccc1F,u,x
Cn1c(=O)c2c(nc(Br)n2C)n(C)c1=O,u,x
CCOC(=O)c1c(NC(=O)c2ccc(S(=O)(=O)N(C)CC3CCCO3)cc2)sc2c1CC(C)(C)NC2(C)C (stereo not given),u,x
O=C(Nc1ccc(Cl)c(Cl)c1)Nc1ccc(N2CCCC2)c(S(=O)(=O)Nc2ccccc2Cl)c1,u,x
CCCc1cc(=O)oc2c(CNc3ccc(OCC)cc3)c(O)ccc12,u,x

# Overlap with the part before: 2 compounds, then new ones.
SMILES,Lipid storage S3,Lipid storage S3 cell count max
O=C(Nc1ccc(Cl)c(Cl)c1)Nc1ccc(N2CCCC2)c(S(=O)(=O)Nc2ccccc2Cl)c1,u,x
CCCc1cc(=O)oc2c(CNc3ccc(OCC)cc3)c(O)ccc12,u,x
CCn1c(SCC(=O)NCCOC)nc2sc3c(c2c1=O)CCCC3,u,x
CC(Oc1ccc(Cl)cc1Cl)c1nc(-c2ccccn2)no1 (stereo not given),u,x
O=C(CNC(=O)c1sc2ccccc2c1Cl)OCc1ccccc1,u,x
Cc1cccc(NC(=O)COc2ccc(/C=N\n3cnnc3)cc2)c1,u,x
Cc1ccccc1OCC(O)CN1CCN(c2ccc(Cl)cc2)CC1 (stereo not given),u,x
COCCCNC(=O)C1CC(=O)OC1c1ccc(OC)c(OC)c1 (stereo not given),u,x
Cn1nc(-c2ccc(C(=O)Nc3cccnc3)cc2)c2ccccc2c1=O,u,x
Cc1cc(SCc2ccccc2F)nc(=O)[nH]1,i,4.9
Cc1cc(C(=O)Nc2nc3c(s2)CCCC3)no1,i,11.1
O=C(COC(=O)C1=Cc2ccccc2OC1)NCc1ccccc1,u,x
O=[N+]([O-])c1ccc(OCc2cnc(Cl)s2)c([N+](=O)[O-])c1,u,x
Cc1ccc(C(C)C)c(OCCNS(C)(=O)=O)c1,2.0%,7.8

# Fetched one by one from above, 2 records:
SMILES,Lipid storage S3,Lipid storage S3 cell count max
CC(Oc1ccc(Cl)cc1Cl)c1nc(-c2ccccn2)no1 (stereo not given),u,x
Cn1nc(-c2ccc(C(=O)Nc3cccnc3)cc2)c2ccccc2c1=O,u,x

# Compound profiles (already shown). Values in the order: Lipid storage S3 | Lipid storage S3 cell count max
# `Cn1c(=O)c2c(nc(Br)n2C)n(C)c1=O` across the screens: u | x
# `COC(C(=O)Nc1ccc(Cl)cc1C)c1ccccc1` (stereo not given) across the screens: u | x

# The list continues.
SMILES,Lipid storage S3,Lipid storage S3 cell count max
O=S(=O)(c1ccccc1)N1CCN(C(=S)NCCCN2CCOCC2)CC1,u,x
Cc1nc(-c2ccccc2)[nH]c(=O)c1Oc1ccc(Cl)cc1Cl,0.1%,-3.5
CCN(CC)C(=O)c1sc(NC(=O)c2cccs2)c(C#N)c1C,3.2%,1.3
COc1ccc(-c2cnc(NCc3cc4c(cc3[N+](=O)[O-])OCO4)n2C)cc1,4.6%,8.9
COc1ccc(/C=N/Nc2ccccn2)cc1OC,u,x
Cn1cnnc1SCc1ccc(C#N)cc1,u,x
Cc1ccc(SCC(=O)OCC(=O)NCc2cccs2)cc1C,12.2%[0.0737 µM],x
O=C(CNC(=O)c1ccccc1)c1ccccc1,u,x
Cc1cccc(C(=O)N2CCN(c3ncnc4c3cnn4-c3ccccc3)CC2)c1,-9.6%,-21.5
O=C(Cn1ncc2c3ccccc3n(Cc3ccccc3F)c2c1=O)NCCN1CCOCC1,u,x
Cc1noc(C)c1C(=O)N1CCCC(Nc2ccc(C(C)C)cc2)C1 (stereo not given),u,x
Cc1ccc(NC(=O)C(=O)NCCN2CCN(C(=O)C(c3ccccc3)c3ccccc3)CC2)cc1,4.0%,-6.6
Cc1ccc(NC(=O)C2CCCN2S(=O)(=O)c2ccc(F)cc2)c(C)c1 (stereo not given),u,x
COC(=O)c1ccc(NC(=O)c2c(C(=O)Nc3ccccc3)sc3nc(C)cc(=O)n23)cc1,-3.9%,3.6
CC1CCCN(S(=O)(=O)c2ccccc2[N+](=O)[O-])C1 (stereo not given),-17.7%,2.2
CCN(CC(=O)Nc1ccc2c(c1)OCCO2)C(=O)CCOc1ccccc1,u,x
O=C(c1ccccc1Cl)N1CCC(N2CCC(C(=O)N3CCCC3)CC2)CC1,u,x
O=C(Nc1cccc2c1CCCC2)C1CCN(C(=O)NC2CCCCC2)CC1,-3.2%,0.5
CC(Nc1nc(-c2ccc3c(c2)NC(=O)CO3)cs1)c1ccccc1 (stereo not given),i,x
N#C/C(=N\Nc1ccc(F)cc1)C(=N)N1CCCCC1,u,x
Cc1ccc(N(CC(=O)NC2CCCCC2)C(=O)CCCC(=O)Nc2ccccn2)c(C)c1,-24.1%,2.5
COc1ccc(C(c2nnnn2C2CCCCC2)N2CCN(c3ccccc3)CC2)cc1 (stereo not given),i,21.4
Cc1cc(NC(=O)CSc2nc3c(c(=O)n2CCc2ccccc2)SC(C)C3)no1 (stereo not given),-0.3%,0.4
O=C(NCc1ccco1)C1(c2ccc(Cl)cc2)CCCC1,1.8%,17.0
Cn1c(=O)c2c(nc(SCC(=O)O)n2Cc2cc3c(cc2Cl)OCO3)n(C)c1=O,u,x
c1csc(-c2nc3ccccn3c2NC2CCCCC2)c1,u,x
CCOc1ccc(C)cc1-n1nc2ccccc2n1,-11.9%,-25.4
CCN1CCC2(CC1)N=C(c1ccc(F)cc1)C(=S)N2C(=O)c1ccc(C(C)(C)C)cc1,u,x
CCOc1ccccc1NC(=O)Nc1cc(OC)ccc1OC,u,x
COc1ccccc1CCC(=O)OCC(=O)Nc1ccc(S(N)(=O)=O)cc1,u,x
Cn1nc(C(F)(F)F)c(-c2ccccc2)c1N,6.8%,6.6
Cc1nc2c(C#N)cnn2c2c1CCN(Cc1ccccc1)N2C,-6.7%,2.0
Cc1cccc(C)c1NC(=O)CCN1C(=O)C2C3CCC(C3)C2C1=O (stereo not given),u,x
Cc1cc(C)c(OCCOCCN2CCN(C)CC2)c(Cl)c1,2.6%,4.4
COC(=O)c1c(NC(=O)COC(=O)CCNS(=O)(=O)c2ccccc2)sc(C)c1C,u,x
COc1ccc(C)cc1NC(=O)C1CCCN1S(=O)(=O)c1ccccc1F (stereo not given),u,x
OC(COc1ccc2cc(Br)ccc2c1)Cn1ccnc1 (stereo not given),0.3%,2.1
COc1ccc(C(=O)N/C(=C\c2ccccc2)C(=O)NC(CCSC)C(=O)O)cc1 (stereo not given),-8.6%,2.6
COc1cc(C2CC(c3ccccc3)=NN2c2ccccc2)ccc1OCC(=O)O (stereo not given),-29.4%,-14.7
Oc1c(Br)cccc1/C=N/Nc1c(F)c(F)c(F)c(F)c1F,-13.9%,-22.2
COc1ccc(CCN2C(=O)CSC2=Nc2ccc(C(C)C)cc2)cc1OC,u,x
Cc1onc(-c2ccccc2)c1NC(=O)N(Cc1ccccc1)C(C)C,u,x
O=C(COC(=O)c1ccc(Cl)c(S(=O)(=O)N2CCCC2)c1)NC1CCCC1,-16.1%,-17.4
Cc1sc2nc(SCC(=O)NCc3cccs3)[nH]c(=O)c2c1C,7.6%,-11.1
NC(=O)NC(=O)C(Nc1ccc(N2CCCCC2)cc1)c1ccccc1 (stereo not given),i,x
CCN(CC(=O)Nc1c(F)cccc1F)C(=O)CNC(=O)c1ccc2ccccc2c1,u,x
O=C1CCN(S(=O)(=O)c2ccccc2)CCN1CCOCc1ccc(Cl)cc1,14.6%,7.0
CCCC(=O)NC(=S)Nc1sc2c(c1C(N)=O)CCC2,u,x

# A draw from above in order of molar mass, low to high:
SMILES,Lipid storage S3,Lipid storage S3 cell count max
CCCC(=O)NC(=S)Nc1sc2c(c1C(N)=O)CCC2,u,x
NC(=O)NC(=O)C(Nc1ccc(N2CCCCC2)cc1)c1ccccc1 (stereo not given),i,x
Cc1sc2nc(SCC(=O)NCc3cccs3)[nH]c(=O)c2c1C,7.6%,-11.1
Oc1c(Br)cccc1/C=N/Nc1c(F)c(F)c(F)c(F)c1F,-13.9%,-22.2
COc1ccc(C(=O)N/C(=C\c2ccccc2)C(=O)NC(CCSC)C(=O)O)cc1 (stereo not given),-8.6%,2.6

# Other structures:
SMILES,Lipid storage S3,Lipid storage S3 cell count max
CC(C)n1c(=N)c(C(=O)NCCc2ccccc2)cc2c(=O)n3ccccc3nc21,-18.3%,x
Cc1ccc(NS(=O)(=O)c2ccc(CCC(=O)O)cc2)cc1,7.4%,-12.6
Cc1ccc(CN(c2ccc(C(=O)N3CCc4ccccc4C3)cc2)S(C)(=O)=O)cc1,u,x
CCOC(=O)N1CCN(C(=O)c2ccc(C)c(S(=O)(=O)Nc3ccccc3)c2)CC1,u,x
CCC(C)N1CC23C=CC(O2)C(C(=O)OCc2ccccc2)C3C1=O (stereo not given),u,x
C=CCN=C1SC(C)C(=O)N1S(=O)(=O)c1ccccc1 (stereo not given),i,-4.3
COc1ccc(CNC(=O)C2CC(c3ccccc3C(F)(F)F)=NO2)cc1 (stereo not given),u,x
Cc1cccc(NC(=O)CNC(=O)CCNC(=O)c2ccc(C(C)(C)C)cc2)c1C,3.8%,15.4
COc1ccc(/C=N/Nc2ccccc2C(=O)O)cc1Cn1cc([N+](=O)[O-])cn1,-0.3%,15.9
CC(=O)N/C(=C/c1ccccc1)C(=O)N1CCCCC1,2.3%,16.0
c1ccc(CSc2nnnn2-c2ccccc2)cc1,u,x
CC1CCCCC1NC(=O)Cn1cnc2sccc2c1=O (stereo not given),u,x
COc1ccc(C2CC(c3ccccc3)=NN2c2ccccc2)c(C(=O)O)c1OC (stereo not given),u,x
CCc1ccc(CN2CCCC(C(=O)N3CCCCC3)C2)cc1 (stereo not given),0.9%,2.3
O=C(Nc1nccs1)[C@@H]1CCCN1S(=O)(=O)c1ccccc1F,10.3%,x
COc1ccc(N2C(=O)CC(NC3CC3)C2=O)cc1 (stereo not given),i,x
CCc1ccc2c(CN(CC)Cc3nc4ccccc4c(=O)[nH]3)cc(=O)oc2c1,i,x
Cc1ccc(CN2CCN(CC(=O)N/N=C/c3c[nH]c4ccccc34)CC2)cc1,1.0%,1.8
CC(=O)c1cccc(OC(=O)c2ccc3c(=O)n4c(nc3c2)CCC4)c1,u,x
Cc1sc(NC(=O)CSc2nc(O)cc(=O)[nH]2)nc1-c1ccccc1,15.2%,-1.1
COC(=O)c1ccc(COC(=O)CNC(=O)c2cccc(OC)c2)o1,u,x
Cc1cc(C)cc(C(=O)NC(CC(N)=O)c2ccc(N3CCN(c4ccccc4)CC3)c([N+](=O)[O-])c2)c1 (stereo not given),u,x
O=C(COc1ccc(F)cc1)Nc1nnc(C2CC2)s1,u,x
CC1(C)Cc2c(c(N3CCOCC3)nc3sc(-c4ccc(C(=O)O)o4)c(N)c23)CO1,u,x
S=C(NCc1ccco1)N1CCN(Cc2ccco2)CC1,-19.9%,-12.7
CCCc1cc(=O)[nH]c(SCC(=O)Nc2ncc(S(=O)(=O)c3ccc([N+](=O)[O-])cc3)s2)n1,2.6%,6.8
CCOC(=O)c1cnn(-c2ccc(NS(=O)(=O)c3ccc(Cl)cc3)cc2)c1C(F)(F)F,u,x
O=c1[nH]n(-c2ccccc2)c(=O)c(Cl)c1Cl,8.2%,-9.4
Cc1cccc(CSc2nc(N)c(C#N)c(-c3cccs3)c2C#N)c1,-13.8%,-8.9
Cc1n[nH]c(C)c1S(=O)(=O)N1CCCC(C(=O)N2CCc3ccccc32)C1 (stereo not given),-7.3%,-25.2
COc1ccc(-c2c(C)nn(-c3ccccc3)c2N)cc1,u,x
Cc1c(OCC(=O)N[C@@H](Cc2ccccc2)C(=O)O)ccc2c3c(c(=O)oc12)CCC3,u,x
O=C(Nc1ncccc1Cl)C1COc2ccccc2O1 (stereo not given),u,x
O=C(N=Nc1c(O)[nH]c2ccc([N+](=O)[O-])cc12)c1ccccc1[N+](=O)[O-],6.3%,13.1
CCC(C)n1c(OC)nc2c1c(=O)n(C)c(=O)n2C (stereo not given),i,0.2
CCc1nc(SCC(=O)N2CCCCC2)c2c(=O)n(C)c(=O)n(C)c2n1,u,x
CN(Cc1ccccc1)C(=O)COC(=O)c1cc([N+](=O)[O-])ccc1N1CCOCC1,u,x
COc1ccc(OC)c(-c2cc(C(=O)Nc3ccc(F)cc3F)no2)c1,-0.1%,12.4
CCOc1ccc(N(CC(=O)NCCC2=CCCCC2)S(=O)(=O)c2ccccc2)cc1,-4.6%,-10.3
CCOc1ccc(CNC(=O)CN2C(=O)C(c3ccccc3)Oc3cccnc32)cc1 (stereo not given),8.5%,4.2
COc1ccccc1NC(=O)c1cc(S(=O)(=O)N2CCCC2)cn1C,-13.6%,-0.6
CCC(=O)Nc1ccc(OCC2CCCO2)cc1 (stereo not given),13.4%,15.8
CC(C)(C)n1nnnc1CN(Cc1ccco1)Cc1cc2cc3c(cc2[nH]c1=O)OCO3,u,x
CCOC(=O)c1ccc(NC(=O)c2c(O)c3ccccc3n(C)c2=O)cc1,u,x

# High-throughput results deposited in PubChem BioAssay by National Center for Advancing Translational Sciences (NCATS).

# Some of the compounds tested. The share of hits here may be higher or lower than overall.
